PGC1a acetyl inh – modulators of PGC1a acetylation; AID 651687; actives 0.17% (n = 350,000); inhibition, % at 15.6 µM; U2OS PGC1a acetylation, AlphaScreen anti-acetyl-lysine; with virally co-expressed GCN5 acetyltransferase;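 active = every replicate shows inhibition of at least 40%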;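 note: 0% = neutral control wells and 100% = positive control wells; some results beyond the cut were filed as inactive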
GSIS activator – primary screen for activators of insulin secretion dependent on glucose, INS-1E cells, GLuc reporter luminescence; INS-1E GLuc reporter insulin secretion, 2-3 h; activation, % at 16.6 µM; actives 0.61% (n = 370,000); AID 743287;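 active = lowest replicate activation of at least 40%, so every replicate reaches that level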;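 note: 0% = median of neutral control wells and 100% = median of IBMX positive control wells; some compounds called inactive have numbers as strong as hits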
ARNT-TACC3 inh – ARNT/TACC3 interaction disruption | Q9Y6A5 | AlphaScreen His-ARNT PAS-B/GST-TACC3 binding, luminescence; TACC3 fragment carries E629A point mutation | inhibition, % at 9.99 µM | actives 0.66% (n = 390,000);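 active = mean inhibition of replicates at least 50% and at least half of replicates each reaching 50%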;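 note: 0% = complete ARNT plus TACC3 wells and 100% = ARNT alone without TACC3; many hits fall short of the cut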
PglD inh – inhibitors of Campylobacter jejuni PglD acetyltransferase | inhibition, % at 12.5 µM | purified PglD enzyme, DTNB colorimetric CoA detection | actives 0.098% (n = 360,000); in the data active = inhibition above about 16%, passing the limit was not always enough; note: strong numbers were not always called active
PAX8 reporter – inhibitors of PAX8 transcriptional activity in RMG-I cells | RMG-I TPO-luciferase reporter, SteadyGlo, 24 h | inhibition, % at 12.6 µM | actives 1.2% (n = 360,000) | AID 652154;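 active = mean replicate inhibition at least 60% with every replicate also reaching 60%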;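 note: luciferase light reporting Pax8 driven TPO promoter activity; plate controls were median of neutral control wells for no effect and mitoxantrone controls for full effect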
Cneo AK release – Cryptococcus neoformans lysis via adenylate kinase release; C. neoformans lysis, adenylate kinase release luminescence, 4 h; normalised: neutral wells 0, clomiphene wells 100; lysis activity, % at 15 µM; actives 0.2% (n = 360,000);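 active = mean lysis activity across replicates of at least 80%, whatever share of replicates individually reach that level; inactive = mean lysis activity below 80%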
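Assay system: C. neoformans cells. Amount: yeast cell density of 5 × 10^6 cells/mL. Technique: AK luminescence. Buffer or medium: YPD. Times: static 4 h at 37 °C with compound, 1 h detection. Dosing: single-point compound dose. Read-out: lysis from increased AK signal.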
LGR2 inh – blocks bursicon-induced cAMP signaling via Drosophila LGR2; HEK293 LGR2, CRE-luciferase, bursicon-stimulated, 4 h; inhibition, % at 9.99 µM; actives 0.35% (n = 380,000); AID 720647;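 active = drop in luminescence signal, shown as inhibition above about 50% in the replicate tests, limit read from the data, passing the limit was not always enough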;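 note: agonist challenge used bursicon conditioned medium at about half maximal strength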
C2C12 statin – suppressors of simvastatin-induced myotoxicity in C2C12 myotubes | actives 0.78% (n = 330,000) | rescue of ATP level, % at 7.49 µM | ATP luminescence, 48 h; scaled: DMSO 0, geranylgeraniol control 100;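 active = mean ATP rescue above about 67%, or every replicate alone reaching that limit, limit read from the data, passing the limit was not always enough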;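 note: myotubes were challenged with 10 µM simvastatin during compound exposure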
Numbers without * were called inactive; nt = no result given; & = joins results of further samples.

SMILES	ARNT-TACC3 inh	C2C12 statin	Cneo AK release	PglD inh	LGR2 inh	GSIS activator	PAX8 reporter	PGC1a acetyl inh
NC(=O)[C@@H]1CC2(CC(c3cccc(NC(=O)COc4ccc(Cl)cc4)c3)=NO2)CN1C(=O)c1ccccc1 (stereo not given in full)	-5.0	5.3	-9.2	-3.3	nt	nt	-28.3	-11.2
COC(=O)CC1C(=O)NCCN1C(=S)Nc1cccc(C)c1 (stereo not given)	-2.8	nt	-5.4	-5.1	-2.1	2.2	-1.4	0.7
O=C1CC(C(=O)N2CCCc3ccccc32)CN1c1ccc(F)cc1 (stereo not given)	-5.2	-23.2	0.5	7.0	0.2	-3.0	16.5	8.0
COc1ccc(OC)c(-c2csc(NC(=O)C3CSC4(C)CCC(=O)N34)n2)c1 (stereo not given)	4.9	-6.6	-1.0	1.8	-13.7	13.1	18.5	-9.9
O=C(Nc1ccc(Br)cc1)c1ccc2ncsc2c1	13.3	-9.6	0.3	4.2	-73.0	30.2	-24.8	-13.0
C[C@@H]1CN([C@H](C)CO)C(=O)Cc2cc(NS(C)(=O)=O)ccc2O[C@H]1CN(C)C(=O)Nc1ccccc1	-2.3	-3.9	-2.6	5.2	4.0	6.9	-0.7	1.1
COc1cccc(-c2csc(/C(C#N)=C/Nc3cc4oc5ccccc5c4cc3OC)n2)c1	-1.4	nt	nt	nt	8.1	5.1	2.0	nt
CCCNC(=O)C1=C(C)C(=O)OC12CCC(C)CC2 (stereo not given)	nt	1.3	2.1	-5.0	11.8	nt	14.3	nt
O=C(CCCc1ccccc1)Nc1ccnn1C1CCN(Cc2ccccc2F)CC1	4.6	-10.2	4.0	-2.6	1.2	-3.3	16.6	-4.4
CC(C)c1cccc(OCC(=O)Nc2ccc(S(=O)(=O)Nc3ccccn3)cc2)c1	-3.2	3.1	0.5	1.3	-0.2	13.4	8.2	-9.7
N#C/C(=C/C1=C(N2CCOCC2)C(=C/c2ccc(Cl)cc2)/CC1)C(=O)Nc1ccccc1F	-0.5	-67.2	0.3	-3.9	14.0	nt	16.1	7.9
Cc1c(/C(Cc2ccccc2)=N/O)c2ccccc2n1C	nt	5.5	-2.4	-0.9	-4.0	-13.3	nt	-12.5
CCCSc1nc(N2CCOCC2)c2c(c1C#N)CCCC2	-2.5	-44.4	-8.1	-1.1	nt	nt	-0.8	-22.9
OCC[C@H]1C[C@@H](O)[C@H](O)[C@@]2(OCCc3ccccc32)O1	-4.6	-5.2	-1.9	1.4	-0.4	-4.5	0.7	-0.3
COCCNC(=S)N/N=C(\C)c1ccc(OC(F)F)cc1	-5.5	-28.8	nt	nt	1.2	-0.2	-24.1	5.4

Entries of single compounds, quoted from the list. Screens in order: ARNT-TACC3 inh | C2C12 statin | Cneo AK release | PglD inh | LGR2 inh | GSIS activator | PAX8 reporter | PGC1a acetyl inh
Results for `COC(=O)CC1C(=O)NCCN1C(=S)Nc1cccc(C)c1` (stereo not given) = -2.8 | nt | -5.4 | -5.1 | -2.1 | 2.2 | -1.4 | 0.7
Results for `OCC[C@H]1C[C@@H](O)[C@H](O)[C@@]2(OCCc3ccccc32)O1` = -4.6 | -5.2 | -1.9 | 1.4 | -0.4 | -4.5 | 0.7 | -0.3
Results for `N#C/C(=C/C1=C(N2CCOCC2)C(=C/c2ccc(Cl)cc2)/CC1)C(=O)Nc1ccccc1F` = -0.5 | -67.2 | 0.3 | -3.9 | 14.0 | nt | 16.1 | 7.9

Reprinted at random: two compounds from above
SMILES	ARNT-TACC3 inh	C2C12 statin	Cneo AK release	PglD inh	LGR2 inh	GSIS activator	PAX8 reporter	PGC1a acetyl inh
C[C@@H]1CN([C@H](C)CO)C(=O)Cc2cc(NS(C)(=O)=O)ccc2O[C@H]1CN(C)C(=O)Nc1ccccc1	-2.3	-3.9	-2.6	5.2	4.0	6.9	-0.7	1.1
O=C(Nc1ccc(Br)cc1)c1ccc2ncsc2c1	13.3	-9.6	0.3	4.2	-73.0	30.2	-24.8	-13.0

Further compounds
SMILES	ARNT-TACC3 inh	C2C12 statin	Cneo AK release	PglD inh	LGR2 inh	GSIS activator	PAX8 reporter	PGC1a acetyl inh
Cc1ccc(S(=O)(=O)N(C)C[C@@H]2Oc3ccc(NC(=O)CCC(F)(F)F)cc3CC(=O)N([C@H](C)CO)C[C@@H]2C)cc1	-6.2	-119.8	4.5	-1.2	-2.4	-0.6	42.7	3.0
COc1ccc(S(=O)(=O)N2C[C@H](O)COC[C@@H]3O[C@H](CC(=O)NCCN4CCCCC4)CC[C@H]32)cc1	-7.4	11.6	0.2	0.3	2.3	17.3	nt	-8.3
C[C@H](CO)N1C[C@H](C)[C@@H](CN(C)C(=O)Nc2ccccc2)Oc2c(NS(C)(=O)=O)cccc2C1=O	-11.4&8.4	8.4&6.4	-4.1&7.2	-1.8&0.0	4.4	0.0	1.4	4.5&11.2
O=C(NNC(=O)c1ccccn1)c1ccc(OC(F)F)cc1	70.9*	-4.9	-1.7	3.8	-9.3	4.5	-23.6	0.2
COc1ccc(CCNC2=CC(=O)CC(C)(C)C2)cc1	5.6	nt	nt	nt	16.9	-9.3	8.5	nt
C=CCN1C(=O)/C(=C2/Sc3ccc(OC)cc3N2CC)SC1=S	9.8	-5.8	-1.2	-16.9	9.3	-5.2	20.5	3.1
COc1ccccc1OCCOc1ccc(/C=C2/C(=N)N3OC(C)=CC3=NC2=O)cc1OC	-1.8	4.0	-0.6	-0.3	nt	286.8*	nt	-6.4
Cc1[nH]cnc1CSCCN	11.2	8.7	0.0	0.6	nt	nt	nt	3.7
Cn1cc(Cl)cc(C(=O)Nc2ccccc2)c1=O	-5.5	12.0	5.8	2.6	-31.7	2.4	-53.2	nt
CC(NC(=O)[C@H](C)NC(=O)C1CC(=O)N(c2ccc3c(c2)OCO3)C1)c1ccccc1 (stereo not given in full)	-5.7	nt	nt	nt	-17.9	26.1	8.2	nt
COC(=O)C[C@@H]1CC[C@@H]2[C@@H](COc3ccc(NS(=O)(=O)c4ccc(C)cc4)cc3C(=O)N2C)O1	3.9	1.7	48.3	-1.5	3.6	-14.8	-18.6	12.3
CCn1nc(C(=O)OC2CCOC2=O)c2ccccc2c1=O (stereo not given)	0.1	5.7	-0.4	2.5	nt	nt	nt	-18.4
COCCCNc1oc(-c2ccccc2OC)nc1C#N	-8.9	-14.5	-2.4	2.4	nt	nt	nt	15.7
Cc1[nH]n(-c2ccc(F)cc2)c(=O)c1C=Nc1ccc(S(=O)(=O)N(C)C)cc1	2.6	nt	1.0	6.9	-6.3	13.4	34.7	10.5
O=C(NCCCN1CCOCC1)[C@@H]1[C@@H](CO)[C@@H]2Cn3c(cccc3=O)[C@H]1N2C(=O)C1CCCCC1	nt	nt	nt	nt	25.4	3.3	-11.7	9.1
CCN(CC)Cc1c(C(=O)N/N=C/c2ccco2)nnn1-c1nonc1N	nt	2.4	-13.7	-3.9	-9.4	4.8	4.9	7.4
Cc1ccc(S(=O)(=O)CCSC(=N)N)cc1	nt	7.2	-3.3	-2.0	16.8	5.7	68.9*	-67.1
CNC[C@H]1Oc2ccc(NC(=O)CCCN(C)C)cc2C(=O)N([C@@H](C)CO)C[C@@H]1C	-2.4	21.6	5.7	2.2	1.5	8.2	-2.8	-0.9
Cc1ccc(S(=O)(=O)Nc2cc(=O)[nH]c(SCC(=O)Nc3ccccc3C(F)(F)F)n2)cc1	0.9	1.1	-1.5	0.4	-4.3	-3.3	13.5	-2.5
CCC12C(=O)C(CC)(C(c3ccccc3)=C1c1ccccc1)[C@@H]1C(=O)N(c3ccccc3)C(=O)C12 (stereo not given in full)	-18.7	nt	0.0	8.3	-1.1	-11.4	15.1	-16.4
O=C(c1n[nH]c2ccccc12)N1CCN(c2ccc(F)cc2)CC1	-1.5	1.5	-0.5	-1.2	-5.3	-1.2	-4.2	8.3
COc1ccc(N2CCN(C3CCCN(S(=O)(=O)c4ccc(C)cc4C)C3)CC2)cc1 (stereo not given)	37.3	-14.6	-1.5	3.5	16.4	7.0	9.6	6.2
Cc1nc2cc(NC(=O)NCc3ccc4c(c3)OCO4)ccc2o1	3.9	20.5	0.1	0.4	-6.4	-1.9	nt	2.0
CCc1nc2ccccc2c(C(=O)OCC(=O)N2CC(C)OC(C)C2)c1C (stereo not given)	-2.6	-9.8	-0.6	-7.6	18.3	31.6	10.8	nt
COc1ccc(OC)c(S(=O)(=O)N/N=C\c2cn(CC(N)=O)c3ccccc23)c1	-5.6	-6.3	1.4	-2.8	3.3	0.2	11.8	0.8
COCCCNC(=O)[C@]1(Cc2ccccc2CN=[N+]=[N-])N=C(c2ccc(OCCCO)cc2)O[C@@H]1c1ccccc1	13.7	nt	-0.9	8.4	nt	nt	-6.7	nt
CC1(C)Oc2ccc3ccc(=O)oc3c2/C(=C/NCCO)C1=O	nt	-3.2	-1.7	-11.6	nt	nt	nt	10.8
C[C@H](CO)N1C[C@H](C)[C@H](CN(C)Cc2ccc(C(F)(F)F)cc2)Oc2c(NC(=O)C3CC3)cccc2C1=O	-10.0	11.5	-1.4	4.2	-6.8	-0.4	nt	-3.8
COc1ccc(CN(C)C[C@H]2Oc3ccc(NC(=O)Cc4ccccc4)cc3CC(=O)N([C@H](C)CO)C[C@H]2C)cc1	-4.4	31.8	-0.7	1.6	-17.5	2.0	6.2	4.6
COc1ccc(C)cc1NC(=O)COC(=O)CCC(=O)c1cccs1	-3.0	7.3	-3.0	0.2	-0.2	-0.6	7.3	nt
Fc1cc(F)c(F)c(SCn2cc(Br)cn2)c1F	-10.6	-0.4	nt	nt	5.1	5.1	4.2	nt
Cc1noc(C(=O)NCc2ccc(F)cc2)c1Cl	4.4	-6.7	-2.8	3.4	-0.8	-3.8	-12.1	2.0
Clc1ccc(Oc2nc(Oc3ccc(Cl)cc3)nc(N3CCOCC3)n2)cc1	14.6	-2.1	-0.6	1.7	5.6	-31.3	nt	6.1
Oc1ccc(Br)cc1/C=N/n1c(COc2ccccc2)n[nH]c1=S	3.5	11.9	1.1	4.0	11.0	-25.6	-31.0	2.9
Cc1ccc2cc(C#N)c(N3CCCN(C(=S)NCCCN(C)C)CC3)nc2c1	-18.1	1.0	-1.9	4.2	9.4	-1.4	8.5	-9.1
Cc1cccc(NC(=O)c2cc(S(=O)(=O)N3CCCC3)cn2C)c1	-3.5	-2.8	0.7	2.0	-6.2	1.6	-12.3	-8.0
O=C(NCc1ccccc1)c1ccc(CN2CCOCC2)cc1	-7.9	nt	-0.1	1.4	nt	nt	nt	-5.3
COc1ccc(S(=O)(=O)NCCSc2ccc(C)cc2)cc1OC	6.9	2.5	-1.3	5.9	nt	nt	nt	-3.8
COc1ccc(N2CC(C(=O)N3CCN(c4ccccc4OC)CC3)CC2=O)cc1 (stereo not given)	9.5	-1.6	7.0	1.1	-4.5	-9.0	0.4	nt
O=C(COc1ccccc1)NCC(c1ccco1)N1CCN(c2ccc(F)cc2)CC1 (stereo not given)	2.6	nt	7.0	0.7	0.5	-24.8	10.4	nt
CCCOc1cccc(C(=O)N(Cc2ccc(OC)c(OC)c2)C2CCS(=O)(=O)C2)c1 (stereo not given)	20.8	15.0	1.2	-6.0	nt	nt	nt	-7.3
C[C@@H]1CN([C@@H](C)CO)C(=O)c2cc(C#CC3CCCCC3)cnc2O[C@@H]1CN(C)S(=O)(=O)c1cccc(F)c1	13.2	-6.2	-2.1	-1.6	-1.4	-8.3	32.7	6.3
CN(C)C(=O)C[C@H]1CC[C@H](NC(=O)NC2CCCC2)[C@@H](CO)O1	11.6	-7.3	-1.2	1.1	-6.2	7.3	-3.4	15.4
CO[C@@H]1CN(C)C(=O)c2ccc(NC(=O)C3CC3)cc2OC[C@H](C)N(C(=O)Cc2ccccn2)C[C@H]1C	-1.1	13.2	4.4	-2.2	8.7	1.9	-21.1	4.6

High-throughput results deposited in PubChem BioAssay by Broad Institute.
